High-throughput results (PubChem)
SIAE primary: human SIAE inhibitors, primary screen, biochemical, fluorescence polarization, FP-Rh probe, 1536-well HTS | Sialate O-acetylesterase (Homo sapiens), Q9HAT2 | SIAE FP-Rh probe binding | inhibition, % at 9.66 µM | hit rate 0.69% among 370,000 | AID 1053197, 2014;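 active = inhibition above a cutoff: mean of compounds within the control limits plus 3 SD of those, cut at about 17% in these data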;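 also: 0% = plate median of compound wells and 100% = probe without SIAE protein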
Target sequence (Q9HAT2 whole entry, looked up): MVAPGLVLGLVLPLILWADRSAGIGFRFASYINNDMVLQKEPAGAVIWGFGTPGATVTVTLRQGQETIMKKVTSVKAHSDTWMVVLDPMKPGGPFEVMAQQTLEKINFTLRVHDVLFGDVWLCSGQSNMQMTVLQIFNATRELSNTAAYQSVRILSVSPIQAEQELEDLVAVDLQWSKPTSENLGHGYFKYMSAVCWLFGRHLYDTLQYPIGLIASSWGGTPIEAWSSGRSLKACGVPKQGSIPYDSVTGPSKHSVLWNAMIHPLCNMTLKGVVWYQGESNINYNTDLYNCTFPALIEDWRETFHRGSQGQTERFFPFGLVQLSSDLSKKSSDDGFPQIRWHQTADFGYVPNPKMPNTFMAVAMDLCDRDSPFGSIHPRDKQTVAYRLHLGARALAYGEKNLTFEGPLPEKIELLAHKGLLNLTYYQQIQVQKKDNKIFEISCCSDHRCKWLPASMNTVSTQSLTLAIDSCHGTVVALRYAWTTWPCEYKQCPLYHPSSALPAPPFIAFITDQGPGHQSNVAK
UHRF1 binding: UHRF1 methylated DNA binding inhibitors, primary screen, counter-screen for MBD2 inhibitor project, biochemical, TR-FRET, human UHRF1, single concentration; UHRF1 binding to methylated oligo; hit rate 0.75% among 370,000; inhibition, % at 4.4 µM; E3 ubiquitin-protein ligase UHRF1 (Homo sapiens), Q96T88; in the data active = inhibition above about 21%;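 also: UHRF1 SRA domain binding a hemimethylated CpG hairpin DNA probe; 0% = median of test compound wells and 100% = reference inhibitor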
mABHD4 FP: ABHD4 inhibitors, primary screen, biochemical, fluorescence polarization, mouse | inhibition, % at 8.92 µM | hit rate 0.54% among 370,000 | (Lyso)-N-acylphosphatidylethanolamine lipase (Mus musculus), Q8VD66 | purified mABHD4, FP-Rh probe fluorescence polarization | AID 720543, 2013;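 active = inhibition exceeding the mean over every tested compound plus 3 SD, cut at about 30% in these data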;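 also: 0% = plate median of compound wells and 100% = S159A mutant with DMSO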
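Material: mouse ABHD4 enzyme, wild type; Benchmarks: S159A mutant high control, sample median low control; Buffer or medium: HEPES pH 7.0, NaCl, Pluronic buffer; Signal: fluorescence polarization; Read-out: percent inhibition of probe binding, normalized to plate controls; Timing: pre-incubation 45 min, probe exposure 60 min, at 25 °C; Dosing: 8.92 µM, single dose.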
LEDGF integ inh: blockers of LEDGF/p75-dependent integrase strand transfer – biochemical, TR-FRET, high throughput, primary screen; inhibition, % at 3.7 µM; TR-FRET IN-LEDGF/p75 DNA integration, Eu/Cy5; hit rate 0.64% among 370,000;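 active = inhibition above the screen-wide mean plus 3 SD, cut at about 13% in these data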;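 also: signal is the Cy5 over europium emission ratio at 671 and 618 nm; 0% = plate median of compound wells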
TDP2 inh: human TDP2 enzyme inhibitors, primary screen, biochemical, epi absorbance, recombinant enzyme; T5PNP hydrolysis, p-nitrophenol absorbance 415 nm; AID 720702, 2013; inhibition, % at 12.8 µM; Tyrosyl-DNA phosphodiesterase 2 (Homo sapiens), O95551; hit rate 0.34% among 370,000;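 active = inhibition above the mean of all tested compounds plus 3 SD, set per campaign, cut at about 25% in these data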;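 also: 0% = DMSO with enzyme and 100% = buffer with substrate but no TDP2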
Target sequence (O95551 whole entry, looked up): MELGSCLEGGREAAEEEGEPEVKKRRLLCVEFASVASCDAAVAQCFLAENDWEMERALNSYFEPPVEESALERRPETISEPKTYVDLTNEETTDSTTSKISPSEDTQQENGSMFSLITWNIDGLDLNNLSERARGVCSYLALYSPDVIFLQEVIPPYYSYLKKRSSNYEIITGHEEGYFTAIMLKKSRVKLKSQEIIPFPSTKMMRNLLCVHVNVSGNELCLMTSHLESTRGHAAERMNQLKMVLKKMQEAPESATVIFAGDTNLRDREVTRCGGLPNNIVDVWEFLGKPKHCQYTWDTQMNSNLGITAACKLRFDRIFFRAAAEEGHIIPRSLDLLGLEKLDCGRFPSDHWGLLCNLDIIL
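System: recombinant human TDP2 / Amount: 120 nM TDP2 per well / Also added: 5 mM T5PNP chromogenic substrate / Doses: 12.8 µM single point, 1% DMSO / Incubation: 2 h at 37 °C / Detection: p-Nitrophenol epi absorbance / Evaluation: % inhibition relative to enzyme-containing and enzyme-free wells / Repeats: singlicate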
HTRA1 inh: HTRA1 serine protease inhibitors, primary screen, biochemical, fluorescence polarization, HTS; Q92743; recombinant HTRA1, FP-rhodamine activity-based probe; inhibition, % at 5.96 µM; hit rate 0.5% among 340,000; AID 504803, 2011; in the data active = inhibition above about 36%;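 also: 0% = enzyme with DMSO and 100% = wells lacking enzyme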
PG9 Ab binder: binders of HIV-1 gp120 antibody PG9, primary screen, biochemical, TR-FRET; AID 624416, 2012; hit rate 0.43% among 360,000; HIV-1 gp120 / PG9 antibody interaction; inhibition, % at 6.7 µM; TR-FRET gp120-PG9 antibody binding; in the data active = inhibition above about 8.5%
PRMT1 inh: PRMT1 methyltransferase inhibitors, primary screen, biochemical, fluorescence polarization; hit rate 1.3% among 370,000; recombinant PRMT1, activity-based probe fluorescence polarization; Protein arginine N-methyltransferase 1 (Homo sapiens), Q99873; AID 652257, 2013; inhibition, % at 2.79 µM;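 active = inhibition above about 21% made by adding two undisclosed values, limit read from the data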
Tn7 DDE FP: inhibitors of Tn7 peptide binding to fibrin DD(E), primary screen, biochemical, fluorescence polarization, human fibrin, Tn7 probe. hit rate 0.13% among 370,000. Fibrinogen beta chain (Homo sapiens), P02675. FP displacement of FITC-Tn7 peptide from fibrin DD(E); 0% = median of compound wells per plate. inhibition, % at 8.3 µM. AID 720508, 2013;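 active = inhibition above the mean of compounds falling within the control limits plus 3 SD of them, cut at about 14% in these data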;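 also: 0% = plate median of compound wells and 100% = 10 µM Aha-Tn7 peptide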
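Assay system: Human fibrin DD(E) protein | Medium: Tris buffer with calcium and detergent, pH 7.8 | Reagent: 0.1 µM fluorescent Tn7 | Compound dosing: Single point at 8.3 µM | Times: 10 min preincubation, 3 h with tracer, room temperature | Detection: Fluorescence polarization of the labelled Tn7 tracer | Controls: Aha-Tn7 high control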
TCR-CD3 inh: inhibitors of human TCR-CD3 interaction, primary screen, biochemical, fluorescence, TAMRA-labeled TCR probe | inhibition, % at 9.4 µM | T-cell receptor (TCR) | hit rate 0.37% among 360,000; in the data active = inhibition above about 19%;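 also: recombinant mutant TCR 2C K166C tagged with TAMRA read by polarization; 0% = receptor in buffer alone and 100% = receptor with positive control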
* = called active by the depositor; x = not tested or not shown. This is a subset. The share of hits here may be higher or lower than overall.

SMILES	SIAE primary	UHRF1 binding	mABHD4 FP	LEDGF integ inh	TDP2 inh	HTRA1 inh	PG9 Ab binder	PRMT1 inh	Tn7 DDE FP	TCR-CD3 inh
Cc1cccc(N=Cc2c(O)n(-c3ccccc3C)c(=O)[nH]c2=O)c1	-1	-5	-7	-2	7	3	0.5	1	7	0
CC12Cc3cnoc3C=C1CCC1C2CCC2(C)C1CCC2(C)O (stereo unspecified)	-1	17	-4	1	-11	-65	1.1	-3	5	-4
O=C(OCCN1CCOCC1)C1(c2ccccc2)CCCC1	1	-3	1	-3	9	5	-2.2	-2	3	0
C=C1C(=O)C(C)=C2C(=O)N3Cc4[nH]c5ccccc5c4CC3(C(=O)OC)C12 (stereo unspecified)	-11	-2	-6	3	7	x	x	11	1	x
CN1C2c3ccccc3C3C4c5ccccc5C(C31)C(C2[N+](=O)[O-])N4C (stereo unspecified)	4	0	1	-2	-1	2	0.0	-2	-1	0
CCOC(=O)c1c(C)c(P(=S)(N2CCOCC2)N2CCOCC2)n(C)c1C	-1	2	1	1	-4	4	-0.2	5	-4	-4
N#Cc1ccc(NC(=S)N2Cc3ccc(Br)cc3-n3nncc3C2)cc1	-1	-1	-6	-5	2	x	1.2	-1	1	-2
COc1cccc(C2(O)CCN(CC(=O)Nc3nc(C)cs3)CC2)c1	7	0	2	0	-2	-4	-2.5	2	7	5
COc1ccc(CC(=O)N(CCN(C)C)CC2CCCN(Cc3ccccc3F)C2)cc1 (stereo unspecified)	-7	5	-8	7	-22	3	-0.6	-2	-3	9
CNC(=O)Oc1cccc2c1OC(C)(C)O2	9	3	1	-4	6	0	0.4	3	4	-8
O=C(NC(=S)N1CC1)c1ccccc1	0	10	-5	-9	-8	2	0.6	20	-3	-3
CCC(=NCCc1ccccc1)c1c(O)n(C)c(=O)n(C)c1=O	-8	3	0	-3	2	2	1.1	4	2	-7
CCN1CCN(Cc2cc(Br)cc(OC)c2O)CC1	9	2	2	-1	1	2	-0.5	-2	-2	2
COc1ccc(CCN)cc1O	6	-1	-3	4	5	5	-2.0	3	-4	10
O=C1C2CCCN2C(c2ccccc2)N1c1ccccn1 (stereo unspecified)	1	2	3	-1	-2	-4	-0.7	1	8	5
COC(=O)C1=C(c2ccc(C(C)=O)cc2)C[C@@H]2CC[C@H]1N2C(=O)NCc1ccco1	1	3	6	0	7	6	1.6	3	-1	-5
Cc1ccc(S(=O)(=O)N2Cc3cc(-c4cccc(F)c4)ccc3-n3nncc3C2)cc1	-4	1	4	-2	3	x	-1.0	0	8	-1
Cc1ccc(-n2c(O)c(C=NCC3CCCO3)c(=O)[nH]c2=O)c(C)c1 (stereo unspecified)	-6	0	-3	0	-2	-3	-2.1	2	3	3
O=C1NC(=O)C(CCc2ccncc2)(Cc2ccc([N+](=O)[O-])cc2)C(=O)N1	8	0	5	-4	8	10	-1.4	1	-1	-2
COc1ccc(N2CCN(CCc3ccncc3)CC2)cc1	2	1	4	-2	-1	1	-3.4	-8	0	11
Cc1ccccc1NC(=O)COC(=O)c1cc(C)n(C2CC2)c1C	-7	0	-2	5	-5	-5	0.9	0	-6	-4
O=C(c1cccs1)N1C2CCC1CC(O)(c1cccnc1)C2 (stereo unspecified)	5	-1	1	-1	9	6	-1.9	-2	-12	2
O=C1NCN(c2ccccc2)C12CCN(C(CCc1ccccc1)c1nnnn1C1CCCC1)CC2 (stereo unspecified)	-5	19	-8	7	-17	x	-3.0	-2	-6	-2
O=C1CN=C(c2ccc(Br)cc2)c2oc3ccccc3c2N1	-15	2	7	-2	4	-2	1.0	-4	-4	3
CCCN(CCC)C1CCc2cccc(O)c2C1 (stereo unspecified)	-3	1	-9	2	2	4	-1.0	-1	2	-1

7 entries drawn at random from the list so far, as already listed:
SMILES	SIAE primary	UHRF1 binding	mABHD4 FP	LEDGF integ inh	TDP2 inh	HTRA1 inh	PG9 Ab binder	PRMT1 inh	Tn7 DDE FP	TCR-CD3 inh
O=C(OCCN1CCOCC1)C1(c2ccccc2)CCCC1	1	-3	1	-3	9	5	-2.2	-2	3	0
Cc1ccccc1NC(=O)COC(=O)c1cc(C)n(C2CC2)c1C	-7	0	-2	5	-5	-5	0.9	0	-6	-4
N#Cc1ccc(NC(=S)N2Cc3ccc(Br)cc3-n3nncc3C2)cc1	-1	-1	-6	-5	2	x	1.2	-1	1	-2
CCCN(CCC)C1CCc2cccc(O)c2C1 (stereo unspecified)	-3	1	-9	2	2	4	-1.0	-1	2	-1
CCN1CCN(Cc2cc(Br)cc(OC)c2O)CC1	9	2	2	-1	1	2	-0.5	-2	-2	2
O=C(c1cccs1)N1C2CCC1CC(O)(c1cccnc1)C2 (stereo unspecified)	5	-1	1	-1	9	6	-1.9	-2	-12	2
O=C1C2CCCN2C(c2ccccc2)N1c1ccccn1 (stereo unspecified)	1	2	3	-1	-2	-4	-0.7	1	8	5

As entered above.
LEDGF integ inh result of `CCN1CCN(Cc2cc(Br)cc(OC)c2O)CC1` = -1
mABHD4 FP result of `O=C1CN=C(c2ccc(Br)cc2)c2oc3ccccc3c2N1` = 7
Tn7 DDE FP result of `CN1C2c3ccccc3C3C4c5ccccc5C(C31)C(C2[N+](=O)[O-])N4C` (stereo unspecified) = -1
mABHD4 FP result of `CCCN(CCC)C1CCc2cccc(O)c2C1` (stereo unspecified) = -9
PRMT1 inh result of `Cc1ccc(S(=O)(=O)N2Cc3cc(-c4cccc(F)c4)ccc3-n3nncc3C2)cc1` = 0

Next part
SMILES	SIAE primary	UHRF1 binding	mABHD4 FP	LEDGF integ inh	TDP2 inh	HTRA1 inh	PG9 Ab binder	PRMT1 inh	Tn7 DDE FP	TCR-CD3 inh
COc1ccccc1-n1c(/C=C/c2ccc(O)cc2)nc2ccccc2c1=O	4	2	2	-1	-18	-23	0.3	4	3	-3
COc1ccccc1CCNC1CCCC(C)C1 (stereo unspecified)	5	5	-3	-3	-1	2	1.2	3	9	2
COc1ccc(CCNC2CCCCC2)cc1	-2	1	2	4	5	0	-1.5	-1	-1	-2
Cc1cccc(-n2c(=S)[nH]c3ccccc3c2=O)n1	4	-3	1	0	7	1	0.3	0	-1	6
CC1(C)NC(=O)[C@H]2CCCN21	-3	-3	3	-1	7	-11	-0.4	-4	2	5
COc1ccccc1N1CCN(Cc2cccc(Br)c2)CC1	1	2	13	3	16	-3	1.8	3	7	-3
Cc1cc(OCc2nn[nH]n2)c2c3c(c(=O)oc2c1)CCC3	-4	0	10	2	6	-1	3.0	2	1	-3
CCOC(=O)C(=CNc1ccc(C(O)(C(=O)OCC)C(F)(F)F)cc1C)C(=O)OCC (stereo unspecified)	11	1	-11	-1	-10	-5	-0.3	2	10	0
Cc1cccc(C(=O)Nc2ccc(Cl)cc2C(=O)c2ccccc2)c1	-3	-1	-2	-1	8	-30	0.9	0	1	6
O=[N+]([O-])c1ccc2c(c1)Cc1cc(O)ccc1-2	6	-11	11	1	-11	0	-1.1	4	-6	-2
c1ccc(OCC2CO2)cc1 (stereo unspecified)	-2	0	-9	-1	0	4	-1.0	-2	3	4
O=[N+]([O-])c1[nH]cnc1Br	-2	2	-6	2	0	5	0.2	-2	-2	-5
O=c1cccc2n1C[C@H]1C[C@@H]2CN2CCCC[C@@H]12	1	-2	0	-3	-2	0	-0.3	1	-1	3
CCC1(O)CCC2C3CCC4=CC(=O)CCC4C3CCC21CC (stereo unspecified)	0	1	2	2	-4	-15	-1.6	-3	-4	0
CC(=NNC(=S)N1CC2CCC(CC2)C1)c1nccs1	7	-7	6	3	-5	30	1.4	20	2	-3
O=C1C=C2C=C[C@H]3C[C@]2(O1)[C@@H]1CCCCN13	0	-1	-4	0	1	-7	-1.6	0	4	2
O=c1cccc2n1CC1CC2CN(c2ncnc3c2cnn3-c2ccc(Cl)cc2)C1 (stereo unspecified)	1	6	-2	2	8	-1	0.6	2	-6	6
CCN1CCN(Cc2cc(OC)c(OC)cc2[N+](=O)[O-])CC1	8	0	5	-4	7	x	-1.2	0	4	-3
Cc1ccc(OP(=O)(O)Oc2ccc(C)cc2)cc1	-5	14	3	0	13	7	2.7	3	0	-8
CCN(CC)c1ccc(N=Cc2c(O)n(-c3cc(OC)ccc3OC)c(=O)[nH]c2=O)cc1	25*	-3	65*	16*	8	46*	-3.2	16	-5	9
COc1ccccc1CCNC(=O)CCC(=O)N1CC2C[C@@H](C1)Cn1c2cccc1=O	-3	1	-6	2	-1	-4	-3.0	5	0	-6
FC(F)(F)c1cccc(-n2nnnc2C2(N3CCOCC3)CCCCC2)c1	11	0	-3	-1	3	-11	2.6	-2	3	-1
CC(C)OC1CCCC(O)C1CC(=O)O (stereo unspecified)	-8	-2	3	5	-4	0	0.7	2	-6	2
C=CCN1C(=O)/C(=C/c2cc(C)n(-c3ccccn3)c2C)C(=O)NC1=S	-18	1	-17	2	-22	-9	-3.6	12	-1	-8
COC1=CC(=O)O[C@@H](/C=C/c2ccccc2)C1	-2	0	-8	-2	2	5	1.5	1	5	-1

Two compounds from above, limited to UHRF1 binding and mABHD4 FP:
SMILES,UHRF1 binding,mABHD4 FP
FC(F)(F)c1cccc(-n2nnnc2C2(N3CCOCC3)CCCCC2)c1,0,-3
CC(C)OC1CCCC(O)C1CC(=O)O (stereo unspecified),-2,3
